D1 ag = Allosteric Agonists of the Human D1 Dopamine Receptor: qHTS; activation, % at 2 µM; D(1A) dopamine receptor (Homo sapiens), P21728; hit rate 1% among 360,000; AID 504660, 2011; HEK293 T-REx D1 cells, calcium flux, agonist mode; in the data active means activation above about 30%; further: 0% is about no effect
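Inducible HEK293 T-REx D1 cells, force-coupled to calcium signalling, were plated at 4000 cells/well with tetracycline and held overnight at 30 C. After no-wash calcium dye loading, compound-evoked calcium rise over 180 s flagged agonists.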
LDHA inh = qHTS assay for inhibitors of human lactate dehydrogenase; L-lactate dehydrogenase A chain (Homo sapiens), P00338; purified LDHA, NADH/diaphorase-resazurin fluorescence; hits give low values; activity change, % (values are at about 110 or 230 µM); hit rate 0.15% among 480,000; in the data active means activity change below about -30%; inconclusive means mostly about -25% to -30%;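 further: plate controls were DMSO wells for no effect and wells without enzyme for full effect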
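Enzyme activity of human lactate dehydrogenase 5 (2 nM; 0.06 mM NADH, 0.2 mM pyruvate, 5 min, RT) is measured via a resazurin/diaphorase fluorescence readout of residual NADH.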
Vif-APOBEC3F blk = qHTS for Inhibitors of Vif-A3F Interactions: qHTS. hit rate 0.2% among 390,000. Potency, µM (doses to about 46.1 µM), for the others: at the highest dose activity, negative = active. HeLa A3F-eYFP + Vif (tagged APOBEC3F with the HIV-1 protein that degrades it), YFP fluorescence increase. AID 602313, 2012; further: potency means the concentration at half of the fitted maximal effect; % of control where 0% means no effect; nearly all actives have a fitted effect of over 65% in size
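Fluorescence increase (Ex 488/Em 500-530) after overnight compound treatment at 37 deg C flags inhibition of Vif-driven A3F-eYFP loss in stable HeLa A3F-eYFP/Vif cells seeded overnight beforehand.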
RXFP1 agonist = qHTS Assay for Agonists of the Relaxin Receptor RXFP1; Relaxin receptor 1 (Homo sapiens), Q9HBX9; HEK293T-RXFP1 cAMP TR-FRET, 30 min; response scale: percent of porcine relaxin response, buffer zero; Potency, µM (series often up to 57.5 µM), without a hit: at the highest dose activation, usual class: activators; hit rate 0.3% among 370,000; AID 2676, 2010; further: potency means the concentration at half of the fitted maximal effect; on the % scale 0 is the no-effect control and ±100 the full control effect; nearly all actives have a fitted effect of over 60% in size; many of its hits are not listed in these tables
Target sequence (Q9HBX9 whole entry, looked up): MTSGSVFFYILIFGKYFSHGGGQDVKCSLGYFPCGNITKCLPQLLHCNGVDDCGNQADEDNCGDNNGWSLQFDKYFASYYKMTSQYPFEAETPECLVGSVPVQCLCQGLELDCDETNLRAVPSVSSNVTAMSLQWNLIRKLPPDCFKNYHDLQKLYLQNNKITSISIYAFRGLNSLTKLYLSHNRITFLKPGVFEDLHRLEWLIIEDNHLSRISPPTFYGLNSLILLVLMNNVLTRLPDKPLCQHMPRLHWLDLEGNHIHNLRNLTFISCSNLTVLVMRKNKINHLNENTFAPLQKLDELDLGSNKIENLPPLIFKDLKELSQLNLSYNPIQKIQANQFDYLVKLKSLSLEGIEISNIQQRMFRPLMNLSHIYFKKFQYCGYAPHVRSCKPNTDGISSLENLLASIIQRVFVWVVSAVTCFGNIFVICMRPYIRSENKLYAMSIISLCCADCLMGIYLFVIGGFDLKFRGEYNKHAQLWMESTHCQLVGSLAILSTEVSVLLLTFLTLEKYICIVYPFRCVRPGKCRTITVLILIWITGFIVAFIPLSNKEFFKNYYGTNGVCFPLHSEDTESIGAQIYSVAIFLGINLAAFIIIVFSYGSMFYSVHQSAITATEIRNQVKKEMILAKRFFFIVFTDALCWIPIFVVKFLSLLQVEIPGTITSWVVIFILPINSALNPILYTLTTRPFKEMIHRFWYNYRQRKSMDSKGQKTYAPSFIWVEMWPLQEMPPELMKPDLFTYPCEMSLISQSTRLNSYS
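HEK293 cells stably expressing RXFP1, treated 30 min at 37C with compounds plus PDE4 inhibitor Ro 20174; cAMP measured by HTRF TR-FRET. Normalized to buffer and 29 nM porcine relaxin; EC50 by Hill fit.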
D1 antag = Antagonist of Human D 1 Dopamine Receptor: qHTS. D(1A) dopamine receptor (Homo sapiens), P21728. HEK293 TREx D1 cells, calcium flux, dopamine EC80; hits give low values. activity change, negative = inhibition, % at 10 µM. hit rate 3.2% among 360,000. AID 504652, 2011; in the data active means activity change below about -30%; further: on the % scale 0 is the no-effect control and ±100 the full control effect
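After overnight tetracycline induction at 30 C, force-coupled D1 HEK293 cells took up a no-wash calcium dye at room temperature. Compounds were added and monitored 180 s, and the response to EC80 dopamine was then recorded.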
Glioma ERSR ind = qHTS for Inducers of the Endoplasmic Reticulum Stress Response (ERSR) in Human Glioma: qHTS | U87-MG GRP78 promoter luciferase reporter, 16 h | Potency, µM, for inactives: at the top dose activation, actives largely listed as activators | hit rate 0.02% among 420,000 | AID 602332, 2012; further: potency means the concentration at half of the fitted maximal effect; series mostly up to about 76 µM; % of control where 0% means no effect; nearly all actives have a fitted effect of over 35% in size
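ERSR induction read as luciferase luminescence (Bright-Glo, 10 min at room temperature) in stably transfected human U87-MG glioma cells exposed to compounds for 16 h, using GRP78 as sensor.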
Vif-APOBEC3G blk = qHTS for Inhibitors of Vif-A3G Interactions: qHTS | AID 602310, 2012 | Potency, µM (highest dose often 46.1 µM), for the others: top-dose activity, negative = active, hits mostly inhibitors | DNA dC->dU-editing enzyme APOBEC-3G (Homo sapiens), Q9HC16 | HeLa A3G-eYFP + Vif (tagged APOBEC3G with the HIV-1 protein that degrades it), YFP fluorescence, overnight | hit rate 0.076% among 410,000;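 further: potency means the concentration at half of the fitted maximal effect; on the % scale 0 is the no-effect control and ±100 the full control effect; nearly all actives have a fitted effect of over 60% in size; hits raise eYFP signal because A3G escapes Vif-driven loss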
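HeLa cells stably expressing Vif and C-terminally eYFP-tagged A3G, seeded overnight at 37 deg C, then exposed to compound by pintool overnight at 37 deg C. Rise in yellow fluorescence (Ex 488/Em 500-530, Acumen) marks blocked Vif-driven A3G degradation.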
D2 potentiator = HTS Assay for Positive Allosteric Modulators of the Human D2 Dopamine Receptor: Primary Screen for Potentiators; D(2) dopamine receptor (Homo sapiens), P14416; HEK293 T-REx D2, calcium flux, EC20 dopamine potentiation; potentiation, % at 10 µM; hit rate 0.34% among 340,000; AID 485347, 2010;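 active means potentiation over 3 SD above the plate norm, cut at about 30% in these data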; further: 0% is about no effect
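Potentiation of an EC20 dopamine calcium response is measured in a force-coupled, tetracycline-inducible Hek293 Trex D2 line. Compound-only kinetic reads over 180 s flag agonists before dopamine addition.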
D1 potentiator = Potentiators of Human D1 Dopamine Receptor: qHTS; D(1A) dopamine receptor (Homo sapiens), P21728; hit rate 0.036% among 360,000; potentiation, % at 10 µM; AID 504651, 2011; HEK293 TREx D1 cells, calcium flux, dopamine EC20 potentiation; in the data active means potentiation above about 30%; further: 0% is about no effect
* hit, by the source's call; ? = inconclusive; nt = not tested or not shown; & = joins results of further samples. Unless noted, the call rests on the fitted dose curve; in most records, active means well fitted curve in the direction sought with a large enough effect; inconclusive means small, poorly fitted or top-dose-only effect, or another doubt; inactive means no such curve, though single readings can be large; an effect the other way counts as inactive or inconclusive. These rows are one share of the data; count on the stated rates, not on these rows.

SMILES	D1 ag	LDHA inh	Vif-APOBEC3F blk	RXFP1 agonist	D1 antag	Glioma ERSR ind	Vif-APOBEC3G blk	D2 potentiator	D1 potentiator
CC(C)OP(=O)(OC(C)C)C(O)c1ccc(Br)cc1 (stereo not drawn)	2	2	-28%	2.3%	-5	-3%	3%	-4	4
COC1=C[C@@H]2[C@@H]3Cc4ccc(OC)c(O)c4[C@]2(CCN3C)CC1=O	nt	2	9%	nt	nt	-4%&1%	-3%	nt	nt
Oc1c(Cl)c(Cl)c(Cl)c(Cl)c1Cl	nt	-16	2%	nt	nt	0%&-3%	?	nt	nt
COc1ccc(CCn2c(O)c(C=Nc3ccccc3F)c(=O)[nH]c2=O)cc1OC	3	0	?	5.5%	6	-2%	-1%	-1	0
O=C(NCC1=C(c2cccc3ccccc23)C[C@@H]2CC[C@H]1N2Cc1ccco1)c1ccc([N+](=O)[O-])cc1	nt	-14	2%	nt	nt	-1%	-2%	nt	nt
NP(=O)(Nc1ccccc1)Nc1ccccc1	nt	-2	-3%	nt	nt	-4%	0%	nt	nt
CSCCC(N=Cc1c(O)n(-c2ccc(F)cc2)c(=O)[nH]c1=O)C(=O)OC(C)(C)C (stereo not drawn)	2	-11	-1%	6.5%	0	-3%	3%	-9	1
O=c1c2ccccc2nc(-c2ccccc2)n1-c1ccccc1	-1	0	10%	6.4%	-20	-3%	3%	10	-10
CC(=NCC1CCCO1)c1c(O)n(Cc2ccccc2)c(=O)[nH]c1=O (stereo not drawn)	2	-7	-4%	-0.1%	-8	-5%	0%	2	-5
COC(=O)C(O)(c1ccc(N(C)C(=O)c2cccs2)cc1)C(F)(F)F (stereo not drawn)	3	-7	4%	0.3%	7	-1%	2%	10	-5
O=C(C[N+]12CCN(CC1)CC2)NCCc1ccc(Cl)cc1Cl	2	-3	7%	1.2%	-10	-7%	-9%	5	4
CC(=NCCc1c[nH]c2ccccc12)c1c(O)n(Cc2ccccc2)c(=O)[nH]c1=O	1	-3	2%	1.1%	-7	-6%	-24%	12	-5
COc1ccc(N2C(=O)CC(N3CC=C(c4ccccc4)CC3)C2=O)cc1 (stereo not drawn)	-1	1	-2%	1.9%	-19	-5%	-5%	8	-5
Cc1c(C=O)c2ccccc2n1Cc1ccc(F)cc1	8	-1	-1%	-1.3%	-17	-4%	-5%	-6	1
CC(=O)N1N=C2C3CCN(CC3)C2C1c1ccc(C)cc1 (stereo not drawn)	2	-5	-7%	1.1%	5	-1%	4%	3	-4
CNCC(=O)c1ccccc1	nt	1	-5%	nt	nt	6%	0%	nt	nt
Cc1ccc(Cn2nnnc2CN2CCC(n3nnc4cc(C(F)(F)F)ccc43)CC2)cc1	1	-8	4%	0.3%	-39*	-4%	0%	3	-3
COc1ccc2c(c1)[nH]c1c(C)nccc12	1	0&-15	-4%	0.3%	-3	-6%&0%&-1%&-4%&-7%&-3%	1%&-1%	-3	-1
CCCCCCC(=O)c1c(O)n(-c2ccccc2OC)c(=O)[nH]c1=O (tested in a mixture with another compound)	1	-1	5%	-0.8%	4	-4%	0%	-4	-12
Cc1cccc(C(=O)OCc2cc3ccccc3[nH]c2=O)c1	5	-8	9%	?	5	-8%	0%	15	0
Cc1cc(Cc2c(O)[nH]c(=S)[nH]c2=O)ccc1OC(C)C	3	-12	1%	-0.2%	-9	-2%	0%	-3	-3
CCCCCCn1c(O)c(C=NCCN2CCOCC2)c(=O)[nH]c1=O	1	-3	-5%	0.8%	5	0%	2%	17	-2
O=C(Nc1ccccc1)NC1CC2CCC(C1)N2 (stereo not drawn)	0	-6	5%	2.6%	5	-5%	-1%	9	3
CC1CCCCN1CC(=O)c1ccc2cc[nH]c2c1 (stereo not drawn)	2	4	0%	0.3%	-13	-5%	-6%	5	3
Cc1cc(C(=O)CN2CCCC2)c(C)n1-c1ccc(F)cc1	2	0	8%	-0.7%	-2	-7%	1%	8	4

An excerpt of these results, with values under each structure.
Values run as follows: D1 ag	LDHA inh	Vif-APOBEC3F blk	RXFP1 agonist	D1 antag	Glioma ERSR ind	Vif-APOBEC3G blk	D2 potentiator	D1 potentiator
CC(C)OP(=O)(OC(C)C)C(O)c1ccc(Br)cc1 (stereo not drawn)
  2	2	-28%	2.3%	-5	-3%	3%	-4	4
COC1=C[C@@H]2[C@@H]3Cc4ccc(OC)c(O)c4[C@]2(CCN3C)CC1=O
  nt	2	9%	nt	nt	-4%&1%	-3%	nt	nt
Oc1c(Cl)c(Cl)c(Cl)c(Cl)c1Cl
  nt	-16	2%	nt	nt	0%&-3%	?	nt	nt
COc1ccc(CCn2c(O)c(C=Nc3ccccc3F)c(=O)[nH]c2=O)cc1OC
  3	0	?	5.5%	6	-2%	-1%	-1	0
O=C(NCC1=C(c2cccc3ccccc23)C[C@@H]2CC[C@H]1N2Cc1ccco1)c1ccc([N+](=O)[O-])cc1
  nt	-14	2%	nt	nt	-1%	-2%	nt	nt
NP(=O)(Nc1ccccc1)Nc1ccccc1
  nt	-2	-3%	nt	nt	-4%	0%	nt	nt
CSCCC(N=Cc1c(O)n(-c2ccc(F)cc2)c(=O)[nH]c1=O)C(=O)OC(C)(C)C (stereo not drawn)
  2	-11	-1%	6.5%	0	-3%	3%	-9	1
O=c1c2ccccc2nc(-c2ccccc2)n1-c1ccccc1
  -1	0	10%	6.4%	-20	-3%	3%	10	-10
CC(=NCC1CCCO1)c1c(O)n(Cc2ccccc2)c(=O)[nH]c1=O (stereo not drawn)
  2	-7	-4%	-0.1%	-8	-5%	0%	2	-5
COC(=O)C(O)(c1ccc(N(C)C(=O)c2cccs2)cc1)C(F)(F)F (stereo not drawn)
  3	-7	4%	0.3%	7	-1%	2%	10	-5

New compounds follow.
SMILES	D1 ag	LDHA inh	Vif-APOBEC3F blk	RXFP1 agonist	D1 antag	Glioma ERSR ind	Vif-APOBEC3G blk	D2 potentiator	D1 potentiator
COc1cc(CN2CCCC(C(=O)c3sccc3C)C2)cc(Cl)c1O (stereo not drawn)	1	0	-4%	3.3%	3	-1%	-1%	-23	-10
c1ccc2c3c([nH]c2c1)C1(CCNCC1)NCC3	2	-7	4%	3.5%	6	-4%	0%	3	-3
Brc1ccc(Oc2cc(Br)c(Br)cc2Br)c(Br)c1	-2	-11	-6%	0.2%	nt	-4%	2%	-18	0
CCc1nc2ccccc2c(=O)n1-c1ccc2ccccc2c1	8	-3	-11%	0.7%	2	-2%	-8%	18	0
N#CC1(c2ccccc2)CCN(C2CC(=O)N(c3cccc(F)c3)C2=O)CC1 (stereo not drawn)	1	-10	-2%	-3.2%	1	11%	0%	2	5
O=C(CSC1c2ccccc2-c2ccccc21)N/N=C/c1ccccc1C(=O)O	1	-2	6%	-0.5%	0	-3%	-2%	7	0
CCOC(=O)Cn1cc([N+](=O)[O-])nc1[N+](=O)[O-]	0	22	0%	-0.9%	-7	-17%	-11%	-8	5
COc1ccc(OC)c(-n2c(O)c(C=NCCN3CCNCC3)c(=O)[nH]c2=S)c1	3	-2	3%	0.0%	-4	-4%	0%	-2	-1
CCN1C[C@]2(COC)CC[C@H](OC)[C@@]34C1[C@]1(OCO[C@@]15C[C@H](OC)[C@H]1C[C@@H]3[C@@H]5[C@H]1OC)[C@@H](O)[C@H]24	0	-11	0%	0.7%	-4	-4%	1%	2	-6
COc1ccc(CC2(CCc3ccncc3)C(=O)NC(=O)NC2=O)cc1	3	-12	3%	2.7%	3	-1%	1%	-5	2
CC(=O)OC1C=CC2[C@H]3Cc4ccc(O)c5c4[C@@]2(CCN3C)C1O5 (stereo partly drawn)	nt	-3	-1%	nt	nt	-4%	2%	nt	nt
CC(=O)O[C@@]12CO[C@@H]1C[C@H](OC1OCC(O)C(O)C1O)[C@@]1(C)C(=O)[C@H](O)C3=C(C)[C@@H](OC(=O)[C@H](O)[C@@H](NC(=O)c4ccccc4)c4ccccc4)C[C@@](O)([C@@H](OC(=O)c4ccccc4)C12)C3(C)C (stereo partly drawn)	4	2	-4%	0.3%	-6	0%	?	7	-2
Cc1cc(OCC(=O)Nc2c(C)n(C)n(-c3ccccc3)c2=O)c2c3c(c(=O)oc2c1)CCC3	1	nt	nt	7.1%	-7	nt	nt	-6	-2
Cc1ccc(S(=O)(=O)NP(=O)(Oc2ccccc2)Oc2ccccc2)cc1	4	-10	0%	1.1%	8	-1%	1%	15	-6
Cn1ccnc1P(=S)(c1nccn1C)N1CCOCC1	1	-2	-13%	0.2%	-12	-4%	-4%	-7	-5
CN1CCN(c2ccc([N+](=O)[O-])cc2Cl)CC1	3	0	-25%	-0.5%	-13	2%	0%	-7	-3
CCCCOCCCN1C(C)=CC(=C2C(=O)NC(=S)NC2=O)C=C1C	4	-7	1%	?	5	2%	1%	-10	-3
O=C(Nc1ccccc1)N1Cc2ccccc2-n2nncc2C1	nt	-4	1%	nt	nt	-3%	0%	nt	nt
COC(=O)C1=C(c2cccc(OCc3ccccc3)c2)C[C@@H]2CC[C@H]1N2C(=O)NCCCOC(C)C	1	-1	8%	0.7%	nt	-3%	2%	-7	-6
CCOC(=O)C1(c2ccccc2)CCN(CC(O)c2ccc(NC(C)=O)cc2)CC1 (stereo not drawn)	nt	-8	-1%	nt	nt	3%	2%	nt	nt

High-throughput results deposited in PubChem BioAssay by National Center for Advancing Translational Sciences (NCATS).
